Myeloid diff MLP = promotes myeloid progenitor differentiation. ER-HoxA9 myeloid progenitors, lysozyme-GFP differentiation, flow cytometry. calls only at 10 µM. 360,000 compounds, 1% hits. AID 624256;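 active = normalized GFP-positive differentiation at or above the plate's own cutoff, the solvent-only control mean plus 3 SD; inconclusive = no clear call, values can overlap the other calls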;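 also: cells exposed to compound for four days before flow analysis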
Rac1 GTP hydrolysis = MgcRacGAP GTPase-activating activity inhibitors, confirmation, biochemical, ADP Hunter fluorescence; 340,000 compounds, 0.6% hits; MgcRacGAP-stimulated Rac1 GTP hydrolysis, ADP Hunter fluorescence; higher % means a stronger effect; GST-tagged Rac1 F28L mutant substrate; inhibition, % at 30 µM, or IC50 in µM where a hit was titrated;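 active = first-screen hits whose inhibition reached a set limit at any dose in the follow-up dose series; inconclusive = inhibition above the set first-screen limit but never retested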;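 also: fluorescence reports GDP produced by GAP-driven GTP hydrolysis; strong numbers were not always called active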
Myeloid diff MLP GFP+ MAC1+ % = further read-out of Myeloid diff MLP, marked with its call; GFP+ MAC1+ double positive, %; measured here: differentiation confirmed by MAC1 staining
The depositor's hits bear a star; i = inactive; ? = inconclusive; / = no result given; + = active, no number. These rows are one share of the data; the hit share may differ from the screen's.

canonical_smiles	Myeloid diff MLP	Myeloid diff MLP GFP+ MAC1+ %	Rac1 GTP hydrolysis
O=C(O)c1cc2ccccc2cn1	i	1.1	-2%
O=[N+]([O-])c1cccc(S(=O)(=O)Nc2cccc(-c3ccc(N4CCCC4)nn3)c2)c1	i	0.2	6%
N#Cc1ccccc1OCC(=O)OCC(=O)NC1CCCCC1	i	1.9	6%
O=C1ON(Cc2ccccc2)C(c2ccccc2)N1c1ccccc1 (stereo unspecified)	i	1.9	-4%
CCOC(=O)C(=O)Cc1cccnn1	i	0.3	23%
O=C(COC(=O)c1cncc(Br)c1)NCC12CC3CC(CC(C3)C1)C2	i	1.7	-3%
COc1cc(N)c2ncccc2c1OC	i	1.2	56µM*
COC1OC(CO)C(N(C)C(C)=O)C1O (stereo unspecified)	i	1.8	-1%
O=[N+]([O-])c1cccc(C=NNc2ccccc2)c1	i	0.9	-4%
CCCCCCCCNS(=O)(=O)CCNCc1ccc(OC)cc1	i	0.5	7%
c1ccc2c(c1)nc1n2CCC1	i	0.8	-1%
CCN(C(=O)COC(=O)/C=C/c1ccc(C)o1)c1c(N)n(Cc2ccccc2)c(=O)[nH]c1=O	i	1.1	12%
CNC(=O)c1c(NC(=O)c2ccc3ncsc3c2)sc(C)c1C	i	0.5	5%
O=C(CN1CCCCCC1)Nc1nc2ccccc2s1	i	0.3	173µM*
Cc1ccc(S(C)(=O)=O)cc1C(=O)OCC(=O)N1CCCC1=O	i	1.0	12%
O=C(N/N=C/c1ccc2c(c1)OCO2)c1cc(-c2ccco2)nc2ccccc12	i	0.4	4%
COc1ccc2c(c1)CCCC(Br)C2=O (stereo unspecified)	i	2.5	6%
CC(=O)N(C(C)=O)c1ncn(C)c1S(=O)(=O)Nc1ccccc1	i	0.6	-1%
O=C(Nc1ccc(S(=O)(=O)N2CCCC2)cc1)C1CC(=O)N(CCc2ccccc2)C1 (stereo unspecified)	i	0.5	4%
O=C1c2ccccc2C(=O)N1CCC(=O)N1CCc2ccccc21	i	0.7	11%
CCCN1CCN(CCCNC(=O)CN2C(=O)COc3ccc(C(C)(C)C)cc32)CC1	i	0.9	-6%
COc1ccc(CNC(=O)C[C@H]2C[C@H](C(=O)N3CCCCC3)[C@@]3(C)c4[nH]c5cc(CCC(=O)N(C)C)ccc5c4CCN3C2=O)cc1OC	i	0.7	-2%
CC(C)Cc1nnc(NC(=O)c2ccc(-n3cncn3)c([N+](=O)[O-])c2)s1	i	1.2	6%
Cc1onc(-c2c(F)cccc2Cl)c1C(=O)OCC(=O)N(C)c1ccccc1	i	0.6	1%
O=C(O)C(=Cc1ccc([N+](=O)[O-])cc1)CCc1ccccc1	i	0.7	6%
O=c1ccn(C2CCCO2)c(=O)[nH]1 (stereo unspecified)	i	1.5	-6%
CCC12CCC3c4ccc(O)cc4CCC3C1CC(O)C2O (stereo unspecified)	i	0.8	22%
COc1ccc(NS(=O)(=O)c2cccc(C(=O)N/N=C(\C)c3cccnc3)c2)cc1	i	0.9	0%
Cc1cccc(C(=O)OCC(=O)N(CC(C)C)c2c(N)n(Cc3ccccc3)c(=O)[nH]c2=O)c1C	i	0.3	1%
CCOC(=O)CC[C@H](NC(=O)Cn1cnc2c(NCc3ccccc3)ncnc21)C(=O)OCC	i	0.3	5%
C[C@]12CCC(=O)C=C1C=CC1C2CC[C@@]2(C)C1CC[C@@]21CCC(=O)O1 (stereo partly specified)	i	0.7	1%
Cc1ccc(S(=O)(=O)N2CCOCC2)cc1NC(=O)COC(=O)c1cccc(Cl)c1Cl	i	1.1	5%
CCN1CCN(Cc2ccc(NC(=O)c3ccc(C)c(NC(=O)c4cncc(-c5cccs5)c4)c3)cc2C(F)(F)F)CC1	?	/	10%
O=C(NNC(=O)c1ccc2ccccc2c1)c1cccc(F)c1	i	0.4	2%
CC(=O)N(C)c1cc([N+](=O)[O-])ccc1OCc1ccccc1	i	3.0	1%
CCOC(=O)c1ccc(NC(=O)c2ncn3c2C(=O)N[C@H](C)C3)cc1	+	2.7*	12%
COc1ccc(CN2CCN(C(=O)c3ccc(S(=O)(=O)N4CCCCCC4)cc3)CC2)cc1	i	0.9	2%
CCS(=O)(=O)N1CCC2(CC1)OCCN2S(=O)(=O)c1ccc(OC)cc1	i	0.6	-2%
CC(C)CC(=O)N1CC=CC[C@@H](c2ccc(Cl)cc2)N(Cc2ccc(Cl)cc2)C(=O)[C@@H]1Cc1ccccc1	i	5.1	9%
COc1ccccc1Nc1ccc2c(O)cc(S(=O)(=O)O)cc2c1	i	0.3	90µM*
Cc1ccc(S(=O)(=O)N2CCCOC2CNC(=O)C(=O)NCCc2ccco2)cc1 (stereo unspecified)	i	1.5	-1%
O=C(Cc1cccs1)N[C@@H]1c2ccccc2CC[C@@H]1OCc1ccccc1	i	0.7	13%
CN1CCc2c(sc3c2c(=O)n(-c2ccccc2)c2nnc(SCc4ccc(F)cc4)n32)C1	i	0.7	9%
O=c1oc2ccccc2c(O)c1Sc1c(O)c2ccccc2oc1=O	i	0.7	16%
CCOC(=O)C(CCc1ccccn1)c1ccccc1 (stereo unspecified)	i	0.7	6%
COc1cc(S(=O)(=O)NCC2(N3CCCCC3)CCCCC2)ccc1NC(C)=O	i	0.3	4%
COc1ccc(C(CNC(=O)c2nn(-c3ccccc3)c(=O)c3ccccc23)N2CCOCC2)cc1 (stereo unspecified)	i	1.9	2%
CN(C(=O)c1cccc(NC(=O)Cc2ccc(NC(=O)C3CCCN(C(=O)C4CCC4)C3)cc2)c1)C1CCCC1 (stereo unspecified)	i	1.1	4%
CC(C)=CCC/C(C)=C/CNC(=O)C[C@H]1C[C@H](C(=O)N2CCCCC2)[C@@]2(C)c3[nH]c4ccc(Cl)cc4c3CCN2C1=O	+	1.6*	-3%
O=C1OC(c2ccccc2)(N(Nc2ccccc2)c2ccccc2)c2ccccc21 (stereo unspecified)	i	1.2	8%

An excerpt of these results, with values under each structure:
Second line of a record: Myeloid diff MLP	Myeloid diff MLP GFP+ MAC1+ %	Rac1 GTP hydrolysis
- CCOC(=O)c1ccc(NC(=O)c2ncn3c2C(=O)N[C@H](C)C3)cc1
  +	2.7*	12%
- COc1ccc(CN2CCN(C(=O)c3ccc(S(=O)(=O)N4CCCCCC4)cc3)CC2)cc1
  i	0.9	2%
- CCS(=O)(=O)N1CCC2(CC1)OCCN2S(=O)(=O)c1ccc(OC)cc1
  i	0.6	-2%
- CC(C)CC(=O)N1CC=CC[C@@H](c2ccc(Cl)cc2)N(Cc2ccc(Cl)cc2)C(=O)[C@@H]1Cc1ccccc1
  i	5.1	9%

(more compounds)
canonical_smiles	Myeloid diff MLP	Myeloid diff MLP GFP+ MAC1+ %	Rac1 GTP hydrolysis
Cc1ccn2c(C(C)O)nnc2c1 (stereo unspecified)	i	1.0	12%
Cc1cc(C=O)sc1[B-](F)(F)F	i	0.4	-3%
Cc1ccc([C@H]2N[C@]3(CCCN(Cc4ccccc4)C3=O)[C@H]3C(=O)N(Cc4ccccc4)C(=O)[C@@H]23)cc1	i	0.3	5%
O=C(Nc1ccc(S(=O)(=O)NC2=NCCCCC2)cc1)c1cc(F)c(F)cc1Cl	i	0.3	1%
O=C1Cc2ccccc2C(=O)N1Nc1ccccc1	i	1.7	5%
O=C(COC(=O)c1ccc(S(=O)(=O)N2CCCCCC2)cc1)NCc1ccc(F)cc1	i	0.5	9%
NC(=S)NN=C1c2ccccc2-c2c(F)c(F)c(F)c(F)c21	?	/	12%
CC(=O)N1C[C@H]2CON(C)[C@H]2C[C@H]1c1ccccc1Br	i	1.7	9%
COc1ccc(C2C3=C(CC(C)(C)CC3=O)Oc3ncn4nc(-c5ccccc5)nc4c32)cc1 (stereo unspecified)	i	0.2	-10%
COc1cc(/C=C2/SC(=S)N(CCC(=O)N3CCN(C)CC3)C2=O)cc(OC)c1OC	i	1.0	13%
Cc1ccc(S(=O)(=O)NC(C(=O)N2CCN(S(=O)(=O)c3cccc(F)c3)CC2)C(C)C)cc1 (stereo unspecified)	i	0.9	3%
O=C(COc1ccc(Cl)cc1Cl)NC1CC1	i	0.4	9%
Cc1ccc(S(=O)(=O)N2CC3(O)CN(C(=O)OC(C)C)N(C(=O)OC(C)C)CC3(OC(=O)NCc3ccccc3F)C2)cc1 (stereo unspecified)	i	1.6	-6%
COc1ccc(C2NCCCC2c2ccccc2)cc1 (stereo unspecified)	i	0.6	-27%
O=C1CC(c2ccccc2)Oc2ccc(Cl)cc21 (stereo unspecified)	i	0.5	1%
CNC[C@H]1Oc2cc(Br)ccc2S(=O)(=O)N([C@H](C)CO)C[C@H]1C	i	2.2	12%
CCOC(=O)Cc1csc(SCC(=O)NC2CCCC2)n1	i	0.7	4%
O=C1C=CC(=O)N1Cc1cccnc1	i	0.8	0%
N#Cc1ccc(Cl)cc1NC(=O)CNc1cccc(S(=O)(=O)N2CCCC2)c1	i	1.2	4%
O=S(=O)(N[C@H](CO)Cc1ccccc1)c1ccc(Br)cc1F	i	0.8	8%
COc1ccc(S(=O)(=O)Nc2ccc3c(c2)C(=O)N([C@H](C)CO)C[C@H](C)[C@@H](CN(C)C(=O)Nc2ccc(C(F)(F)F)cc2)OCCCC[C@H](C)O3)cc1	i	0.4	9%
CN(Cc1ccccc1)S(=O)(=O)c1ccc(Cl)c(C(=O)NCCCN2CCCC2=O)c1	i	0.2	2%
CC(Sc1nnc(Cc2cccs2)n1C)C(=O)Nc1ccc(C(N)=O)cc1 (stereo unspecified)	i	0.5	3%
CCOC(=O)C1=CNS(=O)(=O)NC1c1ccccc1 (stereo unspecified)	i	0.8	9%
CCN1C[C@@H]2[C@@H]3C(=O)N(C)C(=O)[C@@H]3[C@](CC)(C(=O)OC)N2C1=NC	i	0.6	12%

Quoted from the listing.
Value of O=C(COc1ccc(Cl)cc1Cl)NC1CC1 under Myeloid diff MLP GFP+ MAC1+ %: 0.4
Value of O=C(COC(=O)c1ccc(S(=O)(=O)N2CCCCCC2)cc1)NCc1ccc(F)cc1 under Rac1 GTP hydrolysis: 9%

Next entries:
canonical_smiles	Myeloid diff MLP	Myeloid diff MLP GFP+ MAC1+ %	Rac1 GTP hydrolysis
O=C(COC(=O)Cc1c[nH]c2ccccc12)Nc1cccc(Br)c1	i	0.8	19%
CN(CC(=O)Nc1cccc(F)c1)C(=O)c1ccc2c(c1)CC(c1ccccc1)OC2=O (stereo unspecified)	i	0.4	7%
COc1cccc(S(=O)(=O)N(C)C[C@H]2OCc3cnnn3CCCC(=O)N([C@@H](C)CO)C[C@@H]2C)c1	i	1.0	11%
CC(=O)OCc1ccc(C2=CC(=O)CC(C)(C)C2=O)cc1	i	0.5	14%
CCCCN(C(=O)COc1ccc(F)cc1)c1c(N)n(CC(C)C)c(=O)[nH]c1=O	i	0.7	18%
COCCCNc1c2c(nc3ccccc13)CCC2	i	0.5	6%
C[C@@H]1CN([C@H](C)CO)C(=O)c2cc(Br)cnc2O[C@H]1CN(C)C(=O)Cc1ccncc1	i	0.2	11%
N#CCCN(Cc1cccnc1)CN1C(=O)c2ccccc2C1=O	i	0.8	3%
O=c1ccn([C@@H]2O[C@H](CNCc3ccc(-n4cccn4)cc3)[C@@H](O)[C@H]2O)c(=O)[nH]1	i	1.0	-14%
CCOC(=O)c1cc2c(=O)n3ccccc3nc2n(Cc2ccc(Cl)cc2)c1=N	i	0.5	11%
Cc1ccc2c(C)c(C(=O)NCC3CCOCC3)oc2c1C	i	0.7	13%
COc1ccccc1CNCCS(=O)(=O)NCc1ccccc1	i	7.2	9%
CC(C)Oc1ccc(S(=O)(=O)N2CCOCC2)cc1NC(=O)CCCSc1ccccc1	i	0.7	-5%
Cc1ccc(Nc2n[nH]c(=S)s2)c(C)c1	i	0.7	154µM*
Cc1ccc(S(=O)(=O)N2CCN(C(=O)COC(=O)/C=C/c3ccc(Cl)cc3)CC2)c(C)c1	i	1.2	2%
Cc1ccc(C(=O)C=Cc2ccc3c(c2)OCO3)c(C)c1	i	0.4	5%
Cc1ccc(S(=O)(=O)N2CCOCC2)cc1C(=O)Nc1cc(Cl)ccc1N1CCOCC1	i	0.9	5%
COc1ccc2c(c1)N(C[C@H](C)CN(C)C)c1ccccc1S2	i	2.5	23%
Cc1cccc(C2=NN(c3ccccc3)[C@@H](C(=O)N3CCOC3=O)[C@@H]2c2ccc([N+](=O)[O-])cc2)c1	i	0.5	7%
CCc1c(Cl)nc(N)nc1Nc1ccccc1Cl	i	0.6	-8%
COc1cccc(NC(=O)c2ccccc2OCc2c(C)noc2C)c1	i	1.2	1%
CCOC(=O)C1=C(C)N(C[C@@H]2CC[C@@H](Cc3ccc(-c4ccccc4)cc3)O2)C(=O)NC1c1ccc(SCc2ccco2)c([N+](=O)[O-])c1 (stereo partly specified)	i	1.1	17%
Cc1ccc(S(=O)(=O)N2CCCC(C(=O)NCCc3ccc(Cl)cc3)C2)cc1 (stereo unspecified)	i	2.3	18%
Cc1ccc(S(=O)(=O)Nc2c(C)n(C)n(-c3ccccc3)c2=O)cc1C(=O)NCc1ccco1	i	1.5	3%
O=C(CN1CCN(C(=O)c2ccccc2Cl)CC1)Nc1cccc(S(=O)(=O)N2CCCC2)c1	i	0.8	4%
